High-throughput results: PubChem, several laboratories
Anthrax LF prot – inhibitors of Bacillus anthracis lethal factor protease; multiplex microsphere protease cleavage assay, LF; inhibition, % at 10 µM; 0.12% of 360,000 active; AID 588501; also: plate controls were buffer without enzyme for full effect and enzyme alone for no effect
Target sequence (P15917 whole entry, looked up): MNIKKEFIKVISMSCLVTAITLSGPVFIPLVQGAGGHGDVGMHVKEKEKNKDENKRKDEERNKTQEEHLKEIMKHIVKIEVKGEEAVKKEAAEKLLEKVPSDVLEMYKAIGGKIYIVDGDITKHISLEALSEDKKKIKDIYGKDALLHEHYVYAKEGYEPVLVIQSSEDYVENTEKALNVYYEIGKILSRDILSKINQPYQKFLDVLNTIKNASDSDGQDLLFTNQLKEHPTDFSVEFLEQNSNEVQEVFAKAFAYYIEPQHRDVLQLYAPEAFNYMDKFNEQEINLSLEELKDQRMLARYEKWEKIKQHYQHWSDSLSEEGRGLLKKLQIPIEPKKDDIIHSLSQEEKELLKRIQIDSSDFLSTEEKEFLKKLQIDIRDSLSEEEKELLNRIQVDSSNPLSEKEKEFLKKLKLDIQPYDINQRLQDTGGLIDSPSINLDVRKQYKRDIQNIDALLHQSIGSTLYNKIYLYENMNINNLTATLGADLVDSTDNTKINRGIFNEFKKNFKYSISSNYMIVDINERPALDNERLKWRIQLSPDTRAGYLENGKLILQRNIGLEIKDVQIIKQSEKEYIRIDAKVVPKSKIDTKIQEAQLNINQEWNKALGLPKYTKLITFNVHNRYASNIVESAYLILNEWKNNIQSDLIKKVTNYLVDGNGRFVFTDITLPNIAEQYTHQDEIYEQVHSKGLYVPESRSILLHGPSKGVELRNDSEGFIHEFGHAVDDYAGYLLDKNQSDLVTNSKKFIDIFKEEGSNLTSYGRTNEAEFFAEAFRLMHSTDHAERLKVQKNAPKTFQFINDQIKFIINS
BoNT A protease – BoNT A light chain protease inhibition. multiplex microsphere protease substrate cleavage, flow cytometry. inhibition, % at 10 µM. 0.17% of 360,000 active; also: plate controls were buffer without enzyme for full effect and enzyme alone for no effect
TcdB GH inh – inhibitors of Clostridioides difficile toxin B glycohydrolase | P18177 | TcdB glycohydrolase enzymatic assay, plate reader | inhibition, % at 9.99 µM | 0.24% of 350,000 active | AID 652162; in the data active = inhibition above about 10%
PrPC TRFRET – reduces human prion protein on the cell surface; 0.43% of 370,000 active; cell surface PrPC, TR-FRET read-out; P04156; inhibition, % at 13.8 µM; in the data active = inhibition above about 24%; also: 0% = median of the test wells and 100% = reference compound wells
FadD28 FP inh – M. tuberculosis FadD28 bisubstrate binding inhibition; inhibition, % at 12.5 µM; 0.22% of 360,000 active; FadD28 bisubstrate probe binding, fluorescence polarization; in the data active = inhibition above about 8.5%, passing the limit was not always enough; inconclusive = no clear call, values can overlap the other calls
CCHF vOTU inh – CCHFV vOTU protease inhibition; Pep-AMC fluorescence; inhibition, % at 11.5 µM; 0.55% of 370,000 active; AID 651958; in the data active = inhibition above about 30%; also: 0% = vehicle wells with enzyme and 100% = no enzyme wells
BoNT-F LC inh – blocks Botulinum neurotoxin F light chain protease. 0.22% of 360,000 active. AID 588497. Multiplex microsphere protease cleavage assay, flow cytometry. inhibition, % at 10 µM; in the data active = inhibition above about 35%, passing the limit was not always enough; inconclusive = no clear call, values can overlap the other calls; also: plate controls were buffer without enzyme for full effect and enzyme alone for no effect
Yp Topo-I inh – Y. pestis Topo-I inhibition via cleavage products | 0.064% of 360,000 active | AID 504884 | activity, % at 10 µM | Y. pestis Topo-I cleavage product accumulation, plate reader; in the data active = activity above about 50%, passing the limit was not always enough; inconclusive = no clear call, values can overlap the other calls; also: inactives centre near 2
PfHsp40 yeast – rescue of PfHsp40-mediated yeast toxicity | S. cerevisiae expressing PfHsp40, growth rescue, ATP luminescence | growth rescue, % at 12.5 µM | 0.68% of 340,000 active | AID 504582; in the data active = growth rescue above about 28%, passing the limit was not always enough; inconclusive = no clear call, values can overlap the other calls;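 also: yeast W303a lacking pdr1 and pdr3 grown in galactose medium; growth measured after three days at 30 °C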
Starred values were filed as active, the others as inactive; u = inconclusive; x = not tested or not shown; & = joins results of further samples. Rule as the data show it, unless noted: active = inhibition above about 30%; inconclusive = no clear call, values can overlap the other calls; inactive = below that. Not a hit list (roughly 2.3% active in at least one column).

SMILES | Anthrax LF prot | BoNT A protease | TcdB GH inh | PrPC TRFRET | FadD28 FP inh | CCHF vOTU inh | BoNT-F LC inh | Yp Topo-I inh | PfHsp40 yeast
CCCC(NC(=O)Cc1c(C)c2c(cc(C)c3c(C)coc32)oc1=O)C(=O)O (stereo not given) | 1 | -6.3 | 1.0 | 3 | -4.0 | -37 | -8 | -3 | -0.9
COc1ccc(/C=C2\C(=N\O)C3CCN2CC3)cc1 | 3 | -1.7 | x | 3 | -0.5 | -10 | -5 | 3 | -0.2
COc1ccc(-c2oc3c(c2C#CC2(O)CCCCC2)C(OC(C)=O)CCC3)cc1 (stereo not given) | -10 | -0.5 | 0.2 | -2 | x | 10 | -3 | x | x
O=C(NCC1CCCO1)c1ccc2c(c1)S(=O)(=O)c1ccccc1C2=O (stereo not given) | -6 | -0.3 | 0.6 | -75 | -3.8 | 3 | 4 | -3 | -1.7
CCN(CC)CCOC(=O)/C=C/c1ccccc1OC | 0 | 0.3 | x | 2 | -1.8 | -16 | -1 | -3 | -0.3
CNC(=S)N(Cc1cc2cc(C)cc(C)c2[nH]c1=O)C1CCCC1 | -2 | -0.8 | 1.3 | 2 | -0.8 | 9 | -2 | 1 | -0.3
CC1(C)N=C(c2ccccc2)[C@@H]2C(c3ccc([N+](=O)[O-])cc3)N21 (stereo not given in full) | -2 | -0.5 | 1.4 | -15 | -2.4 | 6 | -1 | -3 | -1.0
Cc1cccc(C(=O)NNC(=O)c2ccccc2C)c1 | 4 | -1.1 | -0.8 | 3 | -0.4 | 25 | -2 | -5 | 0.6
CCOc1ccc(NC(=S)N/N=C(\C)Cc2ccc(OC)cc2)cc1 | -1 | 0.7 | 0.7 | 7 | 1.2 | 1 | -8 | -5 | -0.9
O=C(CSc1nnc(Cc2ccccc2)n1Cc1ccccc1)NCc1ccco1 | -5 | -0.7 | x | -2 | -4.0 | 4 | -19 | 23 | -0.8
CCC(C)[C@H](NC(=O)NCc1ccco1)C(=O)O (stereo not given in full) | -3 | 1.7 | 2.5 | 8 | -2.2 | -22 | -3 | -5 | -1.5
COc1ccc(C(CNC(=O)c2ccc(S(=O)(=O)N(C)C)cc2)N2CCCC2)cc1 (stereo not given) | -4 | -1.1 | 1.3 | 3 | -3.8 | -5 | 0 | -9 | -1.0
NC(=O)COc1ccc(Cc2ncc(C(F)(F)F)cc2Cl)cc1 | 1 | 0.2 | -2.2 | 0 | -0.2 | 11 | -1 | 11 | 1.7
CCN(CC)S(=O)(=O)c1ccc(N2CCN(c3cccc(OC)c3)CC2)c([N+](=O)[O-])c1 | -3 | -1.4 | x | -3 | -2.1 | -24 | -4 | 22 | 1.0
CCOc1ccc(N2CC(C(=O)Nc3ccc4c(c3)OCCO4)CC2=O)cc1 (stereo not given) | -1 | -0.1 | -0.6 | 10 | 0.5 | -17 | -11 | 2 | -0.8
O=C(c1cc2cc(F)ccc2[nH]1)N1CCc2ccccc21 | -10 | 1.2 | -0.2 | 8 | -0.2 | 3 | 3 | -2 | 0.7
NC(=O)c1ccc(NC(=O)CN2CCN(S(=O)(=O)c3ccc4ccccc4c3)CC2)cc1 | -8 | -1.4 | 0.7 | -4 | -4.0 | 7 | -2 | 9 | 0.4
Cc1c(C=O)n(C)n(-c2ccccc2)c1=O | -1 | -0.2 | -0.4 | 0 | 0.1 | 16 | -4 | -6 | 0.2
COc1ccc(S(=O)(=O)N2CCCC(C(=O)NCC3CCCO3)C2)cc1C (stereo not given) | -4 | 2.1 | 0.6 | -2 | -1.9 | 9 | 1 | 3 | -0.6
O=c1c(-c2ccco2)[n+]([O-])c2ccccc2n1OCc1c(F)cccc1F | 0 | 0.4 | 0.0 | -5 | -1.5 | 0 | 13 | 3 | -1.3
Cc1cccc2nc3c(nc12)CCCC3 | 1 | -0.3 | 1.1 | -1 | 1.2 | -5 | -5 | 0 | -0.6
CCc1nc(SCC(=O)NCCc2ccc(OC)c(OC)c2)c2c(=O)n(C)c(=O)n(C)c2n1 | 3 | 1.3 | 0.2 | 8 | -1.0 | 0 | 10 | 2 | -1.3
CCC(=O)N1CCC1(C)C(=O)Nc1cc(OC)ccc1OC (stereo not given) | -9 | -1.7 | 1.0 | 1 | -1.2 | -9 | -27 | -11 | x
Cc1ccc(C(O)c2ncc(-c3cccc(C(F)(F)F)c3)[nH]2)cc1 (stereo not given) | -1 | -0.4 | 0.6 | 13 | -2.2 | 3 | -2 | -16 | x
COc1ccc(-n2ncc3c2CC(C)(C)CC3NC(=O)Cc2nonc2C)cc1 (stereo not given) | -1 | 0.5 | 0.0 | 5 | -1.0 | 3 | 4 | -6 | -1.6
O=c1ccc(-c2ccc(S(=O)(=O)N3CCN(c4ccccc4)CC3)o2)n[nH]1 | -1 | 1.5 | 2.2 | 0 | -3.4 | 0 | 1 | 2 | -0.5
N#Cc1nc(COc2ccccc2)oc1NCCN1CCOCC1 | 4 | 0.5 | x | -5 | 0.7 | 10 | 5 | 2 | -2.1
CCN(CC)c1ccc2c(C)c(-c3ccc(N)cc3)c(=O)oc2c1 | -5 | -0.5 | x | 4 | -0.2 | 6 | 7 | -7 | -0.5
COC(=O)[C@@H](NCc1cccc(CN([C@H](C(=O)OC)C(C)C)S(C)(=O)=O)c1)C(C)C | -1 | -0.3 | 1.4 | 8 | -1.0 | 3 | -4 | 8 | 0.1
CCNC(=S)Nc1ccc(OCc2nc3ccccc3s2)cc1 | -7 | -1.7 | 0.0 | -5 | -2.4 | -11 | 15 | -4 | -0.2

Some of these compounds in order of heavy-atom count, highest first.
SMILES | Anthrax LF prot | BoNT A protease | TcdB GH inh | PrPC TRFRET | FadD28 FP inh | CCHF vOTU inh | BoNT-F LC inh | Yp Topo-I inh | PfHsp40 yeast
CCc1nc(SCC(=O)NCCc2ccc(OC)c(OC)c2)c2c(=O)n(C)c(=O)n(C)c2n1 | 3 | 1.3 | 0.2 | 8 | -1.0 | 0 | 10 | 2 | -1.3
COC(=O)[C@@H](NCc1cccc(CN([C@H](C(=O)OC)C(C)C)S(C)(=O)=O)c1)C(C)C | -1 | -0.3 | 1.4 | 8 | -1.0 | 3 | -4 | 8 | 0.1
COc1ccc(-n2ncc3c2CC(C)(C)CC3NC(=O)Cc2nonc2C)cc1 (stereo not given) | -1 | 0.5 | 0.0 | 5 | -1.0 | 3 | 4 | -6 | -1.6
N#Cc1nc(COc2ccccc2)oc1NCCN1CCOCC1 | 4 | 0.5 | x | -5 | 0.7 | 10 | 5 | 2 | -2.1

Other entries:
SMILES | Anthrax LF prot | BoNT A protease | TcdB GH inh | PrPC TRFRET | FadD28 FP inh | CCHF vOTU inh | BoNT-F LC inh | Yp Topo-I inh | PfHsp40 yeast
Cc1ccc(NC(=S)NCc2ccccn2)cc1 | -2 | 0.2 | x | 4 | -1.5 | -2 | 2 | 6 | -0.3
C=CCn1c(NC(=O)c2ccc(Br)o2)c(S(=O)(=O)c2ccccc2)c2nc3ccccc3nc21 | 0 | 1.3 | x | 3 | -2.1 | 3 | -1 | -8 | 0.7
CCOCCc1nnc(NC(=O)CS(=O)(=O)Cc2ccccc2)s1 | -1 | 0.8 | 1.5 | -8 | -2.3 | 9 | 5 | 2 | 0.3
COc1cc(OC)cc(C(=O)Nc2ccc(N3CCOCC3)cc2N2CCOCC2)c1 | -5 | -3.3 | 1.2 | -4 | -0.3 | 3 | u | -9 | 0.1
CCCCCC1CC(CC(=O)Nc2ccc([N+](=O)[O-])cc2)C(=O)O1 (stereo not given) | -1 | 0.7 | -3.1 | -4 | -1.8 | 16 | 0 | 13 | 8.9
O=C(Nc1ccccc1)c1cc2ccccc2s1 | -4 | -0.6 | 2.9 | -2 | -5.2 | -9 | -5 | 5 | 2.3
O=C(c1cnn2c(C(F)(F)F)cc(-c3ccc4c(c3)OCO4)nc12)N1CCCC1 | -1 | u | x | -3 | 1.4 | 3 | 0 | -4 | 9.7
CCC1(C(=O)O)NC(c2cc(OC)ccc2O)C2C(=O)N(Cc3ccccc3)C(=O)C21 (stereo not given) | -3 | -0.4 | -6.4 | 5 | 1.4 | -7 | 4 | -3 | 0.1
COCCNC(=O)c1onc(CSc2cc(C)ccc2C)c1C(=O)O | -9 | -0.1 | 1.4 | -3 | -4.9 | 4 | 4 | -4 | -0.4
COc1ccc(Oc2coc3cc(OC(=O)c4cccs4)ccc3c2=O)cc1 | -2 | -0.2 | x | 3 | -2.8 | -5 | -10 | 33 | 0.2
Cc1cccc(N2CCN(C(=O)CCN3C(=S)NC(C)(C)CC3C)CC2)c1C (stereo not given) | -7 | -1.1 | 3.2 | 8 | -0.5 | 0 | -9 | 29 | 1.3
CCCCSc1nnc(CSc2ncccn2)n1C | 6 | -0.1 | -2.0 | -1 | -2.1 | -10 | -4 | -9 | -0.1
COc1ccc(NC(=O)CSc2nnc(-c3cccs3)n2C)cc1OC | -20 | u | x | -2 | 0.2 | -3 | -4 | 5 | -2.2
N#CCC(=O)Nc1ccc(C(=O)OC(C(=O)Nc2cc(C(F)(F)F)ccc2Cl)c2ccccc2)cc1 (stereo not given) | u | u | -0.8 | 8 | -2.6 | 15 | u | 0 | 0.4
CC1CC(=Cc2ccc(N)cc2)C(=O)O1 (stereo not given) | 2 | -0.6 | 0.9 | -6 | -5.0 | 8 | -2 | 4 | 0.1
CCOC(=O)c1cnc2ccc(Br)cc2c1NCC(C)O (stereo not given) | -4 | 0.5 | x | -9 | -3.3 | -4 | -1 | -7 | -1.7
COc1ccc(S(=O)(=O)N(C)C[C@H]2Oc3ccc(NC(=O)Nc4ccc(C(F)(F)F)cc4)cc3C(=O)N([C@H](C)CO)C[C@@H]2C)cc1 | -4 | -0.3 | 1.7&-0.9 | -1 | -2.1 | 4 | 3 | 5 | 7.4
Cc1cc(C)c(C(=O)N(C)C2CCCN(Cc3ccccc3F)C2)o1 (stereo not given) | -3 | 0.7 | -0.1 | 0 | -2.0 | 8 | 3 | 18 | -0.8
CCCCCCCCn1sccc1=O | 1 | 1.6 | 1.4 | 7 | -0.3 | 9 | 1 | -5 | -0.6
Cc1cc2oc3cc(NCCC4CCCN4C)ccc3c(=O)c2cc1C (stereo not given) | -4 | 0.1 | 3.3 | -12 | -2.0 | -219 | -12 | -6 | 0.9
COc1cccc(CNC(=O)c2ccc3nc[nH]c3c2)c1 | -1 | -1.3 | x | -1 | -1.7 | -4 | -4 | 1 | 0.1
COc1ccc(/C=N/NC(=O)CCc2n[nH]c(=O)[nH]c2=O)cc1OC | -1 | -0.2 | x | -6 | -1.5 | 4 | -1 | 6 | 0.0
CCCNC(=O)CSc1ccc(S(=O)(=O)N2CCCC2)cn1 | 0 | 0.0 | 0.8 | -3 | -0.3 | 6 | 2 | 2 | -0.9
CCCOC(=O)COC(=O)c1ccccc1NC(=O)c1ccccc1 | 1 | 0.2 | x | 8 | -2.1 | -8 | 3 | 1 | -1.3
O=C(Cn1c(=O)cnc2ccccc21)NNC(=O)c1ccccc1Cl | 3 | -0.8 | 1.4 | -4 | -1.8 | -5 | -4 | -2 | -1.9
Cc1cc(Cl)nc(-n2nc(C)cc2C)n1 | 0 | 0.6 | 3.7 | 7 | -3.0 | -11 | -3 | 7 | x
CC(C)(O)[C@H](O)COc1c2ccoc2cc2oc(=O)ccc12 | -7 | -1.1 | 0.5 | -4 | -0.1 | 2 | -7 | 7 | 0.0
COc1ccc2nccnc2c1[N+](=O)[O-] | -7 | 1.4 | 1.9 | -8 | -5.2 | -10 | u | 5 | 0.1
O=C(NCc1ccco1)/C(=C/c1ccc(Br)cc1)NC(=O)c1ccco1 | 1 | -1.7 | -0.3 | -6 | -3.2 | 11 | -7 | 2 | 0.4
CCCNC(=O)C1CCCN(S(=O)(=O)c2ccc3c(c2)CC(C)N3C(=O)C2CC2)C1 (stereo not given) | 1 | -0.1 | -0.2 | 1 | 0.1 | 7 | -1 | -10 | 0.1
COC(=O)C1OC(OC2CC[C@]3(C)C(CC[C@@]4(C)[C@@H]3CC=C3[C@@H]5CC(C)(C)CC[C@]5(C(=O)OC5OC(CO)C(O)C(O)C5O)CC[C@]34C)C2(C)C)C(O)C(O)C1O[C@H]1OCC(O)C(O)C1O (stereo not given in full) | -7 | -0.5 | x | x | -0.2 | x | -8 | -3 | -2.8
